GalR3 antag – antagonists of human GalR3; O60755; HEK293 GalR3-CNG cAMP membrane potential fluorescence; galR3 body fused to GalR1 C-terminus; inhibition, % at 3 µM; 360,000 tested, 0.44% active;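 active means inhibition above the screen-wide average plus 3 SD, cut at about 13% in these data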;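 further: forskolin and galanin both at EC90 stimulate the cells; cAMP rise reported by CNG channel membrane potential dye signal; 0% = forskolin plus galanin with DMSO and 100% = forskolin alone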
Target sequence (O60755 1-299 limits assumed): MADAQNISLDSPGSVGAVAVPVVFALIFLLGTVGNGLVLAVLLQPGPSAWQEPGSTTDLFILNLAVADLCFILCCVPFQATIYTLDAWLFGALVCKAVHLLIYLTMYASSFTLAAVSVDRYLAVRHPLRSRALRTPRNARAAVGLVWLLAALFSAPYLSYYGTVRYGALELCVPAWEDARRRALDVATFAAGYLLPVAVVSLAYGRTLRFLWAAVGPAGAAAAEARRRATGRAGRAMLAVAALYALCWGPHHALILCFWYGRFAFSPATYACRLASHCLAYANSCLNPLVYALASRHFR
IDE cell activ – IDE (human) activation, cell-based. activation, % at 5.96 µM. P14735. 340,000 tested, 0.073% active. HEK cells, FAbeta-B cleavage, fluorescence polarization; 0% vehicle, 100% cell-free pure enzyme wells;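 active means activation above the mean of all tested compounds plus 3 SD, set per screening campaign, cut at about 17% in these data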
CRFBP-R2 block – blocks CRF-induced signaling of the CRF-BP/CRF-R2 complex | AID 588475 | HEK293 CRF-R2/CRF-BP, CRF-induced calcium fluorescence | 350,000 tested, 0.59% active | inhibition, % at 11.8 µM;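 active means inhibition of the ligand-induced calcium signal above about 50% at the single tested concentration, limit read from the data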
IDE inh – cellular human IDE inhibition | inhibition, % at 5.59 µM | HEK cells, FAbetaB cleavage, fluorescence polarization | 320,000 tested, 0.41% active | P14735 | AID 434962;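 active means percent inhibition above the average of all tested compounds plus 3 SD, set per screening campaign, cut at about 16% in these data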;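 further: IDE supplied by intact live HEK cells; FP after avidin binding of uncleaved biotin substrate so inhibition keeps polarization high; 0% = DMSO wells and 100% = 60 µM reference IDE inhibitor Ii1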
* hit, by the source's call; · = not tested or not shown. Some of the compounds tested; rates above refer to the full screens.

SMILES | GalR3 antag | IDE cell activ | CRFBP-R2 block | IDE inh
CCC(=O)O[C@]1(C(=O)SCF)[C@H](C)C[C@H]2[C@@H]3C[C@H](F)C4=CC(=O)C=C[C@]4(C)[C@@]3(F)[C@@H](O)C[C@@]21C | · | · | · | -1
CCCCCCc1ccc(O)cc1O | · | · | · | 1
COc1ccc(-n2[nH]c3c(cnc4ccccc43)c2=O)cc1 | -6 | · | · | ·
Nc1c2c(nc3ccccc13)CCCC2O (stereo not drawn) | · | 2 | -5 | ·
Cc1cc(C)cc(OCC2CNC(=O)O2)c1 (stereo not drawn) | -7 | · | -14 | ·
CCc1c2c(nc3ccc(OC(=O)N4CCC(N5CCCCC5)CC4)cc13)-c1cc3c(c(=O)n1C2)COC(=O)[C@]3(O)CC | · | 3 | -3 | 2
COc1c(O)cc2c(c1O)[C@@H]1OC(CO)C(O)C(O)[C@H]1OC2=O (stereo partly drawn) | -1 | 3 | -7 | ·
CC1OC(CC(=O)O)CC2=C1C(=O)c1c(O)cccc1C2=O (stereo not drawn) | 6 | -14 | -62 | ·
CCn1cc(C(=O)O)c(=O)c2cc(F)c(N3CCNCC3)nc21 | 0 | 6 | 7 | ·
O=C1Cc2c([nH]c3ccc([N+](=O)[O-])cc23)-c2ccccc2N1 | -4 | 0 | 17 | ·

Already shown: an excerpt of the list.
SMILES | GalR3 antag | IDE cell activ | CRFBP-R2 block | IDE inh
Nc1c2c(nc3ccccc13)CCCC2O (stereo not drawn) | · | 2 | -5 | ·
Cc1cc(C)cc(OCC2CNC(=O)O2)c1 (stereo not drawn) | -7 | · | -14 | ·
CCc1c2c(nc3ccc(OC(=O)N4CCC(N5CCCCC5)CC4)cc13)-c1cc3c(c(=O)n1C2)COC(=O)[C@]3(O)CC | · | 3 | -3 | 2
COc1c(O)cc2c(c1O)[C@@H]1OC(CO)C(O)C(O)[C@H]1OC2=O (stereo partly drawn) | -1 | 3 | -7 | ·

Look-ups from the results shown.
CCCCCCc1ccc(O)cc1O | IDE inh: 1
Cc1cc(C)cc(OCC2CNC(=O)O2)c1 (stereo not drawn) | GalR3 antag: -7
COc1c(O)cc2c(c1O)[C@@H]1OC(CO)C(O)C(O)[C@H]1OC2=O (stereo partly drawn) | IDE cell activ: 3
Nc1c2c(nc3ccccc13)CCCC2O (stereo not drawn) | IDE cell activ: 2
COc1ccc(-n2[nH]c3c(cnc4ccccc43)c2=O)cc1 | GalR3 antag: -6

Screening data deposited in PubChem by several laboratories.
